Screens: PubChem, Fisher Drug Discovery Resource Center
mcGAS MS inh: inhibitors of mouse cGAS; Q8C6L5; recombinant mouse cGAS, cGAMP by RapidFire MS; inhibition, % at 12.5 µM; 130,000 tested, 0.18% active; AID 1259397;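 active = inhibition of cGAS enzyme activity at or above 60%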;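 note: enzyme stimulated by 45 bp dsDNA with ATP and GTP substrates; cGAMP share of summed cGAMP plus half ATP and half GTP signals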
Target sequence (Q8C6L5 whole entry, looked up): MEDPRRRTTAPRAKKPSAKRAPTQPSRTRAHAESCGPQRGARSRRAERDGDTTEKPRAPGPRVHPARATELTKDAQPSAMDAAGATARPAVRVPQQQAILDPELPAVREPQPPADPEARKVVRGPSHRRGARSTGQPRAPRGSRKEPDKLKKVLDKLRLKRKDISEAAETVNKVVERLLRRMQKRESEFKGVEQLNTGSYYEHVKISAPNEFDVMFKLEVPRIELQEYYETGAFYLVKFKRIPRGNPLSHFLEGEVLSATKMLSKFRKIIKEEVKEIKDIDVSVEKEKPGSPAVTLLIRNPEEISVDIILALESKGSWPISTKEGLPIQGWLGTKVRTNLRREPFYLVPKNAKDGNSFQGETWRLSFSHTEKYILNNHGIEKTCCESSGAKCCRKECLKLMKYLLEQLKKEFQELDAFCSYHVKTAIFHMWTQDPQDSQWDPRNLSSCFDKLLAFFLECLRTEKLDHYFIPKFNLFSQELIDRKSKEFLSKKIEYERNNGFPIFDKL
The depositor's hits bear a star; & = joins results of further samples. Not all compounds are listed; rates above refer to the full screens.

Sample of the layout (2 entries):
SMILES | mcGAS MS inh
OCCN(Cc1ccccc1)c1nc(Nc2ccc(F)cc2)c2cn[nH]c2n1 | -2.0
O=C1NCC(=O)N2CCN(C(=O)C3(c4ccccc4)CCCC3)CC12 (stereo unspecified) | -7.2

All compounds of this part (from the top)
SMILES | mcGAS MS inh
OCCN(Cc1ccccc1)c1nc(Nc2ccc(F)cc2)c2cn[nH]c2n1 | -2.0
O=C1NCC(=O)N2CCN(C(=O)C3(c4ccccc4)CCCC3)CC12 (stereo unspecified) | -7.2
Cc1ccc(=O)n(CC(=O)NCc2cccnc2Oc2c(C)cccc2C)n1 | -9.2
CC(C)(CNS(=O)(=O)c1cccs1)N1CCOCC1 | 1.5
CC(c1ccc(F)cc1)N(C)C(=O)CSc1nnnn1C (stereo unspecified) | -13.9
Cc1cc([N+](=O)[O-])cc(S(=O)(=O)NCc2ccc(N3CCOCC3)nc2)c1C | 1.3
CCn1c(C(C)n2cccn2)n[nH]c1=O (stereo unspecified) | -23.5
Cc1ccc(Cn2cc(C(=O)NNC(=O)Nc3cccc(C)c3)ccc2=O)cc1 | -2.6
Cc1nn(-c2ccccc2)c(C)c1CC(=O)N(Cc1nccs1)C1CC1 | -4.8
Cc1ccc(CNCc2cccnc2N2CCCC(O)C2)o1 (stereo unspecified) | -7.0
CC(C)C(=O)N=C1NC(=O)CS1 | -18.5
CC(C)c1nccc(-c2c(-c3ccccc3)ncn2C[C@H]2CCCN2)n1 | 9.8
CCc1cc(CNC(=O)c2cc(COc3ccc(C)nc3)on2)on1 | -0.5
Cc1ccc(NCCNC(=O)c2cc(F)ccc2F)nn1 | 0.1
Cc1ccc(-n2nc3c(c2NC(=O)/C=C\c2ccccc2)CS(=O)(=O)C3)c(C)c1 | -6.3

Carrying on:
SMILES | mcGAS MS inh
COCCN=c1scc(-c2ccc(Cl)c(Cl)c2)n1N=Cc1ccc2c(c1)OCO2 | -18.0
CC1CC(=NNc2ccc(S(N)(=O)=O)cc2[N+](=O)[O-])CC(C)(C)C1 (stereo unspecified) | -4.9
CCOC(=O)c1c2c(n(NC(N)=O)c1C)/C(=C/c1ccccc1)CC2 | 1.8
CCN1CCCC1CNC(C)C(=O)Nc1ccc(Oc2ccccc2)cc1 (stereo unspecified) | -12.7
N=C1CCCN1c1c(Cl)cccc1Cl | -0.2
Cc1cccc(Oc2ccc(Cl)cc2NC(=O)CN2CCCC2=O)c1 | -1.9
Cc1ccc(NC(=O)N2CCC3(CC2)NC(C)C(=O)N3Cc2ccco2)cc1 (stereo unspecified) | -14.4
N#Cc1cccc(NC(=O)c2cnn(-c3cccnc3)c2)c1 | -13.6
Cn1nc(C(=O)O)c2c1CCN(C(=O)CC(c1ccccc1)c1ccco1)C2 (stereo unspecified) | -5.9
OCCNc1nc2nonc2nc1NCCO | -7.8
CCN(CC)S(=O)(=O)c1ccc(NN=C(C)c2ccncc2)nc1 | -6.0
c1ccc(Oc2ccc(-c3cc(NCCc4cccnc4)n4nccc4n3)cc2)cc1 | -8.5
COC(=O)c1cccc(CN2C(=O)C(C)Sc3ccc(-c4cccc(OC)c4)cc32)c1 (stereo unspecified) | -5.3
O=S(=O)(c1cccc2nsnc12)N(CCc1ccccc1)Cc1ccccc1 | 8.3
C#CCn1c(=NC(=O)C2=COCCO2)sc2cc(C(=O)OCC)ccc21 | -2.6

(continued)
SMILES | mcGAS MS inh
C=CCN1CCN(c2nc3c(c(=O)[nH]c(=O)n3C)n2Cc2ccc(Cl)c(Cl)c2)CC1 | -14.2
Nc1nnc(CCCNC2CCC3(CCNCC3)CC2)s1 | -1.2
CCCc1nc(C)cc(-c2cccc(C(C)=O)c2)n1 | -9.9
Cc1cc(N(C)C)nc(NCCNC(=O)COc2ccc(Cl)cc2)n1 | 2.4
O=C(O)C1C2C=CC(C2)C1C(=O)N1CCOCC1 (stereo unspecified) | -5.1
Cc1cccn2c(=O)c3cc(C(=O)NC4CCSC4=O)sc3nc12 (stereo unspecified) | -11.8
CCC1CCCCN1Cc1nc2c(c(=O)n(C)c(=O)n2C)n1CCCc1ccccc1 (stereo unspecified) | -1.8
Cc1cc2cc3c(C)cc(=O)oc3c(C)c2o1 | -5.0
COc1cc2c(cc1OC)CN(c1nc(C)ns1)CC2 | -5.8
CN(Cc1ncc[nH]1)c1nccc(N2CCC(O)C2)n1 (stereo unspecified) | -13.2
O=S(=O)(NCc1ccco1)c1ccc(Br)cc1 | -5.4
CS(=O)c1cccc(NS(=O)(=O)c2cccc(F)c2C#N)c1 (stereo unspecified) | -3.4
C=CCN(C(=O)c1ccc2c(c1)no[n+]2[O-])C(C)C | -18.9
CCSc1nnc(Cn2c(=O)sc3ccccc32)n1C | 5.3
Cc1nn(C)c2nc(-c3cccs3)cc(C(=O)N3CC(C(N)=O)CCC3C)c12 (stereo unspecified) | -28.2

Additional compounds follow:
SMILES | mcGAS MS inh
O=C(Nc1ccccc1)N1CC[C@@H](c2ccc3c(c2)OCO3)[C@H](O)C1 | -38.2
CCCN(CC1CC1)CC1(O)CCCC1 | -3.4
COCC(=O)N1C[C@H]2CNC[C@@]2(C(=O)N(C)Cc2cnc3ccccn23)C1 | -12.4
CCNC(=O)C1(C)CCN1C(=O)c1cc(C)n(C)n1 (stereo unspecified) | -18.6
COc1ccc2c(c1)C(=O)CC(c1ccccc1F)O2 (stereo unspecified) | -7.6
Brc1cnc(Sc2n[nH]c(-c3ccncc3)n2)nc1 | -8.1
COc1ccc2nc(Cl)c3nnnn3c2c1 | -7.7
CCOC(=O)CC1COCCN1C(=O)c1cc(COc2ccccc2SC)on1 (stereo unspecified) | -12.9&11.0
CN(Cc1cnn(C)c1)C(=O)CN(C)S(=O)(=O)c1ccccc1C#N | -3.1
Cn1c2ccccc2c2nnc(NCC3CCCO3)nc21 (stereo unspecified) | -3.7
Cc1nn(C)c(Nc2cccc(Cl)c2Cl)c1Cl | 4.3
Cc1cc(OCc2nn[nH]n2)c2c(C)cc(=O)oc2c1 | 8.0
Cc1ncc(CN2CCC(n3nccc3NC(=O)c3ccc4c(c3)OCO4)CC2)s1 | -12.8
CS(=O)c1nc(-c2ccccc2)cc(C(F)(F)F)n1 (stereo unspecified) | 13.1
CNc1cc(-c2cccc(C)c2)ncn1 | -6.3

Next part:
SMILES | mcGAS MS inh
CC(C(=O)NC1CCOc2ccccc21)N1CCN(c2ccccc2F)CC1 (stereo unspecified) | -12.6
Cc1n[nH]c(C)c1NC(=O)Cn1cc(S(=O)(=O)N2CCCC2)ccc1=O | 5.2
O=C1COc2cc(C(=O)N3CCN(CC(F)(F)F)CC3)ccc2N1 | 1.0
Cc1cc(C)n2ncc(CN(C)Cc3nncn3C(C)C)c2n1 | 2.1
CC(C)(C)OC(=O)Nc1ccc(C(F)(F)F)cc1C(=O)N1CCC1 | -8.7
CS(=O)(=O)Nc1ccc(/C=C/c2ccccc2)cn1 | -8.7
O=C(CSc1nnc(C23CC4CC(CC(C4)C2)C3)o1)N1CCCC1 | 0.3
CCOC(=O)Cn1cnc2c(nnn2CC)c1=O | -7.4
COc1ccc(CS(=O)Cc2csc(C3CCCCC3)n2)cc1F (stereo unspecified) | -4.6
O=C(CNc1cccc2ccccc12)NCCC1=CCCCC1 | 4.1
c1ccc(Nc2nncs2)cc1 | -6.4
CC(=O)Nc1ccc2nc(-c3nccn3CC(C)(C)CO)ccc2c1 | -11.0
O=C(Nc1ccnn1Cc1ccc(Cl)cc1)C1CCS(=O)(=O)C1 (stereo unspecified) | -30.5
O=C1CNC(=S)N1c1ccc(OC(F)(F)F)cc1 | -7.4
NC(Cc1ccc(F)cc1)c1csc(Nc2ccc(C(F)(F)F)cn2)n1 (stereo unspecified) | 67.1*

Remaining list, next part
SMILES | mcGAS MS inh
O=C(NCCc1cnn(-c2ccccc2)c1)c1cccc2ccnn12 | -9.1
Cc1ccc(C(=O)Nc2c3c(nn2-c2ccccc2C)CSC3)cc1C | -6.5
C#CCN(CC=C)Cc1nc(-c2ccc(F)c(OC)c2)oc1C | -12.8&-5.6
CC(C#N)OC(=O)c1cc(S(N)(=O)=O)ccc1Br (stereo unspecified) | 3.2
CC(C(=O)Nc1cc(C(F)(F)F)ccc1Cl)N1CCOCC1 (stereo unspecified) | -2.4
CN1CCC(C(=O)NC2(C(=O)O)CCCCC2)CC1=O (stereo unspecified) | 1.2
COc1nc2cn(C3CCCC3)c(O)c2cc1CNC(=O)c1ccncc1F | -11.6
COc1ccc(-c2nn(-c3ccccc3C)c(OC(C)=O)c2-c2ccc(N)cc2)cc1 | -9.3
Cc1ccc(C)c(Nc2nc(NCCN3CCOCC3)nc3nccnc23)c1 | -14.3
Cn1c(N)c(C(=O)CSc2nnc3c(n2)[nH]c2ccccc23)c(=O)n(C)c1=O | -5.1
CCOC(=O)N1CCN(C(c2ccc(OC)c(OC)c2)c2c(O)cc(C)n(CC)c2=O)CC1 (stereo unspecified) | -9.7
Cc1nnc(SC(C)C(=O)NC(N)=O)n1C1CCCCC1 (stereo unspecified) | -20.9
CC(c1ccncn1)N(C)Cc1c(C(=O)N2CCCCCCC2)nc2sccn12 (stereo unspecified) | 5.9
Cn1c2c(c(=O)n(C)c1=O)C(c1ccc(F)cc1F)C1=C(N2)c2ccccc2C1=O (stereo unspecified) | -4.2
O=C(c1ccc(Cn2cc(Br)cn2)o1)n1cccn1 | 13.4

The list goes on.
SMILES | mcGAS MS inh
COCCc1noc(C2CCCN(C(=O)c3cnn4c3CCCC4)C2)n1 (stereo unspecified) | -0.5
Cc1cccnc1CN1CCN(C(=O)c2cn(CCC3CCCCC3)nn2)CC1 | -7.8
CC1CN(CN2C(=O)c3cc(Cl)c(Cl)cc3C2=O)CCO1 (stereo unspecified) | 9.1
Cc1ccc(OS(=O)(=O)c2ccc(N3C(=O)CCC3=O)cc2)cc1 | -9.3
COCC(=O)Nc1cc(-c2nc3ccc(Br)cc3[nH]2)ccc1Cl | -5.0
c1ccc(-n2cnnc2SCc2nc3ccccc3o2)cc1 | -4.4
O=C(Nc1cccc(-c2ccc(F)cc2)c1)C1CCCN(Cc2cccnc2)C1 (stereo unspecified) | -1.3
CC(c1ccccc1)N1C(=O)C2C(C1=O)C1(C)C=CC2(C)O1 (stereo unspecified) | -7.7
Cc1c(C(=O)NCc2snnc2C(C)C)cnn1-c1ccccn1 | -2.0
O=C(NC1=C(NC2CCS(=O)(=O)C2)C(=O)c2ccccc2C1=O)c1ccccc1 (stereo unspecified) | 0.1
O=C1C(=O)N(c2nncs2)C(c2ccc(F)cc2)C1=C(O)c1ccc(F)cc1 (stereo unspecified) | -0.6
COc1ccc(-n2c(-c3ccccc3F)n[nH]c2=S)cc1 | -2.9
Cc1nn(C)c(C)c1NC(=O)CNc1cc(Cl)ccc1C(=O)N1CCCC1 | 0.4
CN1CC(=O)N(CC(=O)Nc2ccccc2Sc2ccccc2)C1=O | -9.8
Clc1cccc(C=NC=Nc2cccc(Cl)c2)c1 | -10.6

(further entries)
SMILES | mcGAS MS inh
CCOc1ccccc1CN(C(=O)c1cn2cc(Cl)ccc2n1)C1CC1 | -15.6
CN(c1ccccc1)S(=O)(=O)c1c(F)cc(F)cc1Br | 3.4
CSc1ccc(/C=C2\N=C(c3ccccc3)OC2=O)cc1 | -8.5
CC1(C)CC(Nc2ccc(C(F)(F)F)cc2[N+](=O)[O-])CC(C)(C)N1 | -5.7
N#CCCN(Cn1nc(C2CC2)n(-c2ccccc2)c1=S)C1CC1 | -6.8
CN(Cc1nc2ccc(Cl)cc2[nH]1)C(=O)CCc1nnc(C2CCCCC2)o1 | -10.0
CN1CCN(C)C2(CCN(C(=O)c3cccc4c3NCCC4)CC2)C1 | -26.5
COCCCn1c(=S)[nH]c2sc3c(c2c1=O)CCCC3 | -20.9
Cc1nc(CN2C(=O)C(C)ON=C2c2cccc3ccccc23)cs1 (stereo unspecified) | -11.6
CC(C)N(Cc1nc2ccccc2c(=O)[nH]1)C(=O)CN1C(=O)N(C)C2(CCCCC2)C1=O | 5.9
O=C1OCCN1Cc1nc(C2(c3ccc(F)cc3)CCOC2)no1 (stereo unspecified) | -17.7
CCC(C)(NC(=O)c1ccc(COc2ccccc2C#N)o1)C(=O)OC (stereo unspecified) | -6.9
CN(C)c1nc2sc(C(=O)NCC3CCCOC3)cc2s1 (stereo unspecified) | -0.3
COc1ccc2c(c1)C1(NCCS1)C(=O)N2Cc1cccc(C#N)c1 (stereo unspecified) | -11.2
Clc1ccc(-n2nnnc2SCc2nc3ccccc3o2)cc1 | 11.2

Later entries.
SMILES | mcGAS MS inh
CC(C)Cc1cc(C(=O)N2CCc3c(ncnc3N3CCOCC3)C2)on1 | -15.7
CCCn1nnnc1Cn1nc2ccccn2c1=O | -31.3
CCC(CC)NC(=O)c1cc(=O)[nH]c2ccc(S(=O)(=O)N3CCOCC3)cc12 | -0.2
CC(C)(C)NCC(O)COc1cccc2c1CCCC2=O (stereo unspecified) | 2.9
Cc1ccccc1OCC(=O)NNC(=O)CN1C(=O)c2ccccc2C1=O | -13.1
O=[N+]([O-])c1ccc(-c2nc(C=Nc3ccc(F)cc3)c(O)o2)cc1 | 25.5
Cc1cccc(N2CC(C(=O)N3CCCC3c3nnc4n3CCCCC4)CC2=O)c1C (stereo unspecified) | -3.2
CC1=NC(C)=C(C#N)C(c2cc(Cl)ccc2OC(F)F)C1C#N (stereo unspecified) | 2.5
CC1CCN(CC(=O)NCc2ccco2)c2cc(Cl)ccc2S1 (stereo unspecified) | -11.6
O[C@H]1C[C@@H]2CN(Cc3cccc(OCc4ccccn4)c3)C[C@@H]2C[C@@H]1O | -45.4
COCc1ccccc1NC(=O)N1CCC(Oc2c(C)cccc2C)CC1 | -8.5
CC(Nc1ccc2[nH]c(=O)[nH]c2c1)C(=O)N(C(C)C)C(C)C (stereo unspecified) | -1.0
COC(=O)C1=NOC2C(=O)N(c3ccc(F)cc3)C(=O)C12 (stereo unspecified) | 11.1

Single entries from the entries so far:
Entry of CC1CCN(CC(=O)NCc2ccco2)c2cc(Cl)ccc2S1 (stereo unspecified) under mcGAS MS inh: -11.6
Entry of CC(Nc1ccc2[nH]c(=O)[nH]c2c1)C(=O)N(C(C)C)C(C)C (stereo unspecified) under mcGAS MS inh: -1.0
Entry of Cc1cccc(N2CC(C(=O)N3CCCC3c3nnc4n3CCCCC4)CC2=O)c1C (stereo unspecified) under mcGAS MS inh: -3.2
